Bioassay records as filed in PubChem.
S3 lipid droplet = qHTS Assay for Lipid Storage Modulators in Drosophila S3 Cells; Drosophila S3 cells, BODIPY lipid droplet fluorescence, 18-24 h; cells fed with added oleic acid; Potency in µM for hits, for the others lipid storage change, negative = inhibition, % at the top dose, mostly 46.1 µM; 320,000 compounds, 0.64% hits; AID 2685, 2010; active = well fitted inhibition curve with a large enough effect in the signal ratio, with a control signal flat, not every such curve was filed as active; inconclusive = small, poorly fitted or top-dose-only effect, or effect the other way, or a change in a side signal; the % refers to the signal ratio
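Drosophila S3 cells got compounds at several concentrations plus oleic acid (400 uM solution). Laser-scanning cytometry with 488 nm excitation read lipid droplets at 500-530 nm and cells at 575-640 nm. Percent activity was relative to 20 uM Triacsin C.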
S3 lipid droplet cell count max = second read-out of S3 lipid droplet, no call of its own (marks repeat the call); cell number change, %; measured here: cell count max response;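 cells counted by Cell Tracker Red CMTPX staining in the red channel; peak over a dose series mostly up to 46.1 µM; percent activity relative to internal control wells on each plate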
Starred values were filed as active, the others as inactive; i = inactive; ? = inconclusive; / = no result given; [ ] = dose if it differs, or a comment. % is scaled to controls: 0 for no effect and ±100 for the full control effect; potency is read from the fitted curve at half-maximal effect.

# | SMILES | S3 lipid droplet | S3 lipid droplet cell count max
1 | CCCCC(=O)Nc1ccc(C(=O)NCCc2ccccc2)cc1 | ? | /
2 | Cc1ccccc1CCNC(=O)C1CCCN(c2cnccn2)C1 (centres undefined) | i | -4.8
3 | O=C(CO/N=C/c1ccccc1)Nc1c(F)c(F)c(F)c(F)c1F | 3.6% | 11.8
4 | COc1cc(C(C)=O)ccc1OC(=O)CN1C(=O)c2ccccc2C1=O | 3.0% | 17.2
5 | O=C(COC(=O)c1c2c(nc3ccccc13)CCCCC2)NCc1ccc2c(c1)OCO2 | ? | /
6 | O=C(c1ccc(NS(=O)(=O)c2cccc(F)c2)cc1)N1CCCCC1 | ? | /
7 | CN(CC(=O)Nc1ccc(F)c(F)c1)S(=O)(=O)c1cccc2nsnc12 | 13.2% | 7.0
8 | CCCn1c(NCc2ccccc2NS(=O)(=O)c2ccc(C)cc2)nc2ccccc21 | 22.8% | -8.2
9 | Cc1ccc(CNC(=O)C2CCC(=O)N(C3CCCC3)C2)c(F)c1F (centres undefined) | ? | /
10 | COc1nc(-c2ccccc2)ccc1-c1noc(COc2ccccc2)n1 | ? | /
11 | O=C(CCn1nnc(-c2cccs2)n1)NCc1ccccc1Cl | i | -2.6
12 | COc1cc(C(=O)N(C)CCOc2ccc(C)cc2)ccc1OC1CCN(C(C)=O)CC1 | ? | /
13 | Oc1ccc(/C=N/N2CCCCC2)c(O)c1 | 10.9% | 11.9
14 | CN(C)S(=O)(=O)c1ccc(Cl)c(NC(=O)COC(=O)/C=C/c2cnc3ccccc3n2)c1 | 9.3% | 17.8
15 | CCOC(=O)c1c(NC(=O)C2=C(C)NC(=S)NC2c2ccc(C)cc2)sc(C)c1C (centres undefined) | ? | /
16 | COCCn1c(Cc2cccn2C)nnc1SCC(=O)NCc1ccc2c(c1)OCO2 | ? | /
17 | CC(=O)c1ccc(NC(=O)CSc2ccc(-c3ccc(-n4cccn4)cc3)nn2)cc1 | 4.2%[0.0737 µM] | -12.5
18 | Cc1cc(NC(=O)COC(=O)c2cccc(O)c2)no1 | ? | /
19 | COC(=O)c1sccc1NC(=S)N1CCN(c2cc(C)ccc2C)CC1 | ? | /
20 | Cc1ccccc1/C=C/c1cc[n+](C)cc1 | 5.4% | /
21 | CCOC(=O)N1CCN(CC(O)COC(CC)c2ccccc2)CC1 (centres undefined) | -18.4% | -19.9
22 | CCN(C(=O)c1cc(S(=O)(=O)N2CCCCC2)c[nH]1)c1ccc(OC)cc1 | ? | /
23 | Cc1cc(N/C(=N/S(=O)(=O)c2cc(F)ccc2F)c2ccccc2)n(-c2ccccc2)n1 | i | /
24 | C=CCNC(=O)c1ccc2c(c1)nnn2C | ? | /
25 | COc1cccc(N2CC(C)Cn3c2nc2c3c(=O)[nH]c(=O)n2C)c1 (centres undefined) | i | -1.4
26 | CCOc1ccc(NC(=S)NC(=O)/C=C/c2ccc(OC)c(OC)c2)c([N+](=O)[O-])c1 | 26.4% | -21.7
27 | CN1C(=O)SC(Nc2cccc3ccccc23)C1=O (centres undefined) | 4.3% | 0.1
28 | CCOC(=O)c1c(-c2ccc(C)o2)csc1NC(=O)CN(C)CC(=O)Nc1ccc(C)cc1 | ? | /
29 | Cc1nc2c(C(=O)NCCc3ccccc3Cl)c[nH]n2c(=O)c1Cl | ? | /
30 | CC1Cc2cc(/C(O)=C3/C(=O)C(=O)N(Cc4ccncc4)C3c3ccc(N(C)C)cc3)ccc2O1 (centres undefined) | i | 1.9
31 | CCCc1cc(C(=O)Nc2cc(Br)ccc2O)no1 | ? | /
32 | COc1ccccc1CN1CCNC(=O)C1CC(=O)NCCc1cnccn1 (centres undefined) | -6.8% | 11.4
33 | CCOc1ccccc1N1CCN(C(=O)c2c(C)noc2C)CC1 | ? | /
34 | COc1ccc(S(=O)(=O)N(C)c2ccc(C(=O)Nc3cccnc3)cc2)cc1OC | i | -7.2
35 | O=C(CC(=O)c1ccccc1O)c1ccc(F)cc1 | ? | /
36 | Cn1c(=O)c(C(=O)NNC(=O)c2cccc(Cl)c2)c(O)c2ccccc21 | ? | /
37 | CC(C)=CC(=O)N1CCCC(N2CCN(c3ccccc3C)CC2)C1 (centres undefined) | ? | /
38 | CCNC(=S)N1CCC(C(=O)c2ccc3c(c2)OCCO3)CC1 | 1.2% | -8.6
39 | O=C(O)c1ccc(F)c(S(=O)(=O)Nc2ccccc2)c1 | ? | /
40 | Cc1ccc(/C=N/n2cnc3sc(C)c(C)c3c2=O)o1 | ? | /
41 | COc1ccc(C(CC(=O)NCc2ccccc2)Sc2n[nH]c(-c3ccccc3)n2)cc1 (centres undefined) | ? | /
42 | O=C(NCc1ccccc1)Nc1cccn(Cc2ccc(F)cc2)c1=O | ? | /
43 | COc1ccc(CCNC(=O)C2CCCN(S(C)(=O)=O)C2)cc1OC (centres undefined) | i | 0.7
44 | COc1ccc(S(=O)(=O)N2CCC(C(=O)N3CCCCC3)CC2)cc1 | 12.2% | -7.5
45 | CCc1ccc(NC(=O)C2CCN(S(=O)(=O)c3c(C)noc3/C=C/N(C)C)CC2)cc1 | ? | /
46 | COc1ccc(/C=N/n2cnn(Cc3ccccc3Cl)c2=S)cc1 | 0.1% | 4.8
47 | COc1cccc(OCc2nnc(SCC(=O)NCc3ccco3)n2CCc2ccccc2)c1 | -2.1% | -20.0
48 | CCOc1ccc(NC(=O)CSc2nc3[nH]ncc3c(=O)n2-c2ccccc2OC)cc1 | ? | /
49 | CC(=O)N1CCN(CC(=O)Nc2sccc2C#N)CC1 | -0.5% | 3.9
50 | CCC12CN3CC(CC)(CN(C1)C31C(=O)N(C)c3ccc(C)cc31)C2=O (centres undefined) | ? | /
51 | CCOc1c(OC)cc(C2C(C#N)=C(N)Oc3n[nH]c(-c4ccncc4)c32)cc1OC (centres undefined) | 0.2% | -0.2
52 | O=C(COC(=O)/C=C/c1ccccc1)Nc1ccccc1Br | -28.3% | -21.0
53 | COC(=O)c1ccc(Sc2ccc(Cl)cc2)c(N)c1 | ? | /
54 | COc1ccc(OC)c(NC(=O)C2CCCN(S(C)(=O)=O)C2)c1 (centres undefined) | ? | /
55 | CCCC1=Nc2cc(C(=O)NCCCOC(C)C)ccc2Sc2ccccc21 | ? | /
56 | Fc1ccc(CSc2nnc(CN3CCOCC3)n2-c2ccccc2)c(Cl)c1 | ? | /

Laid out differently: 4 of the compounds above.
#50 CCC12CN3CC(CC)(CN(C1)C31C(=O)N(C)c3ccc(C)cc31)C2=O (centres undefined)
  S3 lipid droplet: ?
  S3 lipid droplet cell count max: /

#49 CC(=O)N1CCN(CC(=O)Nc2sccc2C#N)CC1
  S3 lipid droplet: -0.5%
  S3 lipid droplet cell count max: 3.9

#54 COc1ccc(OC)c(NC(=O)C2CCCN(S(C)(=O)=O)C2)c1 (centres undefined)
  S3 lipid droplet: ?
  S3 lipid droplet cell count max: /

#56 Fc1ccc(CSc2nnc(CN3CCOCC3)n2-c2ccccc2)c(Cl)c1
  S3 lipid droplet: ?
  S3 lipid droplet cell count max: /

Carrying on:
# | SMILES | S3 lipid droplet | S3 lipid droplet cell count max
57 | FC(F)Sc1ccc(NC(=S)N2CCN(c3ccccn3)CC2)cc1 | ? | /
58 | Cc1ccc(C)c(NC(=S)NNC(=O)c2ccc(Br)o2)c1 | -9.6% | -3.2
59 | O=C(c1cc2ccccc2o1)N1CCN(CCOc2ccccc2)CC1 | ? | /
60 | O=C(CN1CCC(Cc2ccccc2)CC1)NC(=O)NCc1ccco1 | ? | /
61 | CCC(O)C1CCN(C(=O)c2ccc(OC3CCN(Cc4ccccn4)CC3)cc2)CC1 (centres undefined) | i | -13.9
62 | COC(=O)c1ccc(C)c(NC(=O)C2CC(=O)N(C3CCCC(C)C3C)C2)c1 (centres undefined) | ? | /
63 | CCCCN(CCCC)C(=S)N/N=C/c1c(C)[nH]n(-c2ccccc2)c1=O | ? | /
64 | COCCCn1c(SCC(=O)OC2CCCCC2)nnc1-c1cccs1 | ? | /
65 | CC(=O)O/N=C(/C)c1ncc(C(F)(F)F)cc1N1CCOCC1 | 0.2% | 4.2
66 | Cc1ccc(N(CN2CCCC2=O)C(=O)c2ccc(OC(C)C)cc2)cc1 | ? | /
67 | N#C/C(=C\c1c(Cl)cccc1Cl)c1nn(-c2ccccc2)c(-n2cccc2)c1C#N | 10.8% | -1.0
68 | CN(Cc1ccccc1)S(=O)(=O)c1ccc2c(c1)NC(=O)CC(=O)N2 | 3.2% | 2.3
69 | Cc1nn(Cc2ccc(F)cc2)c(C)c1NC(=O)c1cc(-c2ccc3c(c2)OCO3)on1 | ? | /
70 | CC(C)(C)S(=O)(=O)/C(C#N)=C/Nc1ccccn1 | -7.6% | 0.6
71 | CC1=C(C(=O)OCc2ccccc2)C(c2ccc(-c3ccccc3)cc2)NC(=O)N1CCCCCC(=O)O (centres undefined) | ? | /
72 | NC(=O)c1cnn(-c2ccc3ccccc3c2)c1N | i | /
73 | COCCCNC(=O)C1CCC(CNS(=O)(=O)c2ccc3c(c2)CC(C)N3C(=O)C2CC2)CC1 (centres undefined) | 23.7% | 4.4
74 | C/C(CCc1ccccc1)=N/NC(=O)C(=O)NCc1ccccc1 | -2.1% | /
75 | CCOc1ccccc1N1CCN(Cc2cn[nH]c2-c2ccc(F)cc2)CC1 | ? | /
76 | COc1cccc(C(=O)NNC(=O)c2ccccc2-n2cccc2)c1 | ? | /
77 | CN(CC(=O)Nc1cccc(F)c1)C(=O)C1=COCCO1 | 0.3%[0.0737 µM] | -7.7
78 | COc1ccccc1NC(=O)CN(C)S(=O)(=O)c1ccc2c(c1)CCC(=O)N2 | ? | /
79 | O=C(NCCCN1CCN(CCCNC(=O)c2cccc([N+](=O)[O-])c2)CC1)c1cccc([N+](=O)[O-])c1 | ? | /
80 | O=C(CN(Cc1ccc2c(c1)OCO2)C(=O)CNC(=O)c1ccco1)NC1CCCCC1 | ? | /
81 | CC(C)(C)SCCNC(=O)Nc1ccccc1 | ? | /
82 | O=C(CSc1n[nH]c(=O)n1C1CC1)N1N=C(c2ccc(Cl)cc2)CC1c1ccco1 (centres undefined) | ? | /
83 | COc1ccc(CNC(=O)COC(=O)/C=C/c2cccs2)cc1 | 3.8% | 9.9
84 | N#CC1=C2N=C(N)c3ccccc3N2C2=C(C(=O)CCC2)C1c1ccc(F)cc1 (centres undefined) | ? | /
85 | CC(C)(/C=N/O)/[N+]([O-])=C/c1ccccc1C(F)(F)F | 0.1% | -9.3
86 | CC(=O)Nc1cccc2c1OCCO2 | -2.2% | 9.1
87 | NC(=O)c1nn(-c2ccccc2)c(=O)cc1O | 29.1% | -7.1
88 | CC1(c2ccc(OC(F)F)cc2)NC(=O)N(/N=C/c2c(O)ccc3ccccc23)C1=O (centres undefined) | ? | /
89 | Cc1ccc(NC(=O)C2C(c3ccccc3)C2(Cl)Cl)c(C)c1 (centres undefined) | ? | /
90 | C/C(=N\NC(=O)c1ccccc1)c1c(C)[nH]n(-c2ccccc2)c1=O | ? | /
91 | COc1cccc(NS(=O)(=O)c2ccc3c(c2)NC(=O)C(C)C(=O)N3)c1 (centres undefined) | -7.5% | -11.8
92 | CC1(C)CC(=O)C=C(Nc2ccc(C(=O)O)c(O)c2)C1 | ? | /
93 | COc1ccccc1-c1ccc2nnc(SCC(=O)N3CCCC3)n2n1 | ? | /
94 | O=C(COC(=O)Cc1ccsc1)Nc1cccc(Cl)c1 | ? | /
95 | COc1ccc(C(=O)Nc2nnc(S(=O)(=O)N3CCOCC3)s2)cc1 | ? | /
96 | CCc1ccc2c(c1)/C(=N/OC)C(=O)N2 | i | -0.3
97 | O=C(CC(=O)N/N=C/c1ccccc1)NCc1ccccc1 | 10.4% | 2.9
98 | O=[N+]([O-])c1ccc(C(=S)N2CCC(Cc3ccccc3)CC2)cc1 | -6.9% | -12.8
99 | Cc1cc(OCC(=O)c2ccc(F)cc2)ccc1N1C(=O)CCC1=O | i | 9.2
100 | NS(=O)(=O)c1ccc(CCNC(=O)c2ccc(C(=O)c3ccccc3)cc2)cc1 | ? | /
101 | Cc1ccc(/C=c2\sc3nc(-c4ccccc4Br)nn3c2=O)o1 | i | 0.2
102 | Cc1ccc(O)c(C(=O)c2cc(C#N)c(=O)n(-c3nccs3)c2)c1 | -1.7% | -2.4
103 | COc1ccc(CN(C)C(=O)c2cccc(NS(=O)(=O)c3ccccc3)c2)cc1F | ? | /
104 | CSCCC(NC(=O)/C(=C/c1ccco1)NC(=O)c1ccc(Br)o1)C(=O)O (centres undefined) | ? | /

Three structures out of the list, arranged by molar mass, smallest number first.
# | SMILES | S3 lipid droplet | S3 lipid droplet cell count max
97 | O=C(CC(=O)N/N=C/c1ccccc1)NCc1ccccc1 | 10.4% | 2.9
101 | Cc1ccc(/C=c2\sc3nc(-c4ccccc4Br)nn3c2=O)o1 | i | 0.2
100 | NS(=O)(=O)c1ccc(CCNC(=O)c2ccc(C(=O)c3ccccc3)cc2)cc1 | ? | /

Next section:
# | SMILES | S3 lipid droplet | S3 lipid droplet cell count max
105 | O=C(c1cccs1)N1N=C(c2ccc(O)cc2)CC1c1ccccc1 (centres undefined) | 26.6% | 6.0
106 | CC1Cc2nc(SCC(=O)OCc3ccccc3)n(C)c(=O)c2S1 (centres undefined) | 20.5% | 24.9
107 | CCOC(=O)N1CCN(C(=O)c2ccc3c(=O)n(-c4ccc(OC)cc4)c(=S)[nH]c3c2)CC1 | ? | /
108 | CCCCn1c(CCn2nc(C)c(Br)c2C)n[nH]c1=S | ? | /

This is a subset; count on the stated rates, not on these rows.
